AHR act – AHR activators, primary screen, cell-based, luminescence, luciferase reporter, human; AHR-responsive luciferase reporter cells; AID 2796, 2010; 2.5% of 320,000 active; activation, % at 5 µM; in the data active = activation above about 47%;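 note: 0% = vehicle wells and 100% = reference agonist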
Target sequence (P35869 whole entry, looked up): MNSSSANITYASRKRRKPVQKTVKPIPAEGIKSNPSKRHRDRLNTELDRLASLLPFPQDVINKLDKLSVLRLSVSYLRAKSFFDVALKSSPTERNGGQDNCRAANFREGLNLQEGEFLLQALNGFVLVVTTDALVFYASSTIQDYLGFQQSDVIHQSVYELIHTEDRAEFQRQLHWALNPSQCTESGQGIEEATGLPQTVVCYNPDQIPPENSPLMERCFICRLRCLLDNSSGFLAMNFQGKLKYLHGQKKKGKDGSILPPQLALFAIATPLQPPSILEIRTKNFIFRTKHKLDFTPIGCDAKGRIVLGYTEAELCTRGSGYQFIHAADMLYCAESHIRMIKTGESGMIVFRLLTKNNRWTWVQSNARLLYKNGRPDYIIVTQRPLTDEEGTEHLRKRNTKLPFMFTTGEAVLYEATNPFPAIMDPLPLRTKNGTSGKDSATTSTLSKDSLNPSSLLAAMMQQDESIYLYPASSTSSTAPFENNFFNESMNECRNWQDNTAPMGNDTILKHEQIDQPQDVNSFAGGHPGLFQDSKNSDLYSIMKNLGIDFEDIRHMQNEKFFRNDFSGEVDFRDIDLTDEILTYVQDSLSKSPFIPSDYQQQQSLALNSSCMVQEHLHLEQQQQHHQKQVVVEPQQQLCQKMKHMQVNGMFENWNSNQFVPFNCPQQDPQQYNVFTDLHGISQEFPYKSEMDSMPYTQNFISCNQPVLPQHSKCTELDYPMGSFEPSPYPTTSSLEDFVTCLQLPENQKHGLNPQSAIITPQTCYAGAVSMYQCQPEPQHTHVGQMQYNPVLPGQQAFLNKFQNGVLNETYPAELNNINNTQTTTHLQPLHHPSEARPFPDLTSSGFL
AGP1-GFP MLPCN – modulators of AGP1-GFP expression in yeast TOR pathway, primary screen, cell-based, multiplex flow cytometry, S. cerevisiae, MLPCN library; 3 h; GFP as percent of DMSO wells; GFP response vs DMSO, % at 10 µM; 0.02% of 320,000 active; AID 2066, 2009;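 active = GFP response relative to DMSO above a set limit, near screen average plus 3 SD, cut at about 150% in these data; inconclusive = fewer than 70 cells counted for the yeast strain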;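 note: median GFP channel fluorescence of the gated AGP1 strain per well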
proCasp7 act – procaspase-7 activators, primary screen, counter-screen for procaspase-3 activator project, biochemical, absorbance, HTS, human. AID 463210, 2010. Caspase-7 (Homo sapiens), P55210. activation, % at 8.5 µM. recombinant procaspase-7, Ac-DEVD-pNA absorbance 405 nm; D23A/D198A/D206A triple mutant, cannot self-cleave; scale: DMSO 0, 5 µM enzyme 100. 0.093% of 330,000 active;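 active = percent activation above the screen-wide mean plus 3 SD, cut at about 25% in these data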
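Detection: p-Nitroaniline absorbance at 405 nm, read at 0 and 120 min; system: Uncleavable procaspase-7 mutant enzyme; evaluation: % activation from two-timepoint absorbance difference, scaled to controls; times: 1 h enzyme–compound preincubation and 2 h substrate reaction, both 25 °C; buffer or medium: Zinc-free HEPES pH 7.4 with 300 mM NaCl, 0.01% Triton X-100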
RPL19A TOR yeast – RPL19A-GFP expression modulators in yeast, primary screen, cell-based, S. cerevisiae, multiplex flow cytometry, MLPCN | AID 2025, 2009 | 0.3% of 330,000 active | percent response vs DMSO, % at 10 µM | S. cerevisiae RPL19A-GFP strain, 3 h; stronger effect = lower value;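 active = percent response vs DMSO below 50%; inconclusive = fewer than 70 events counted for the yeast strain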;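 note: median channel GFP fluorescence of the barcoded RPL19A-GFP strain; ratio of sample median GFP to plate DMSO average so 100% = DMSO; lower means less RPL19A-GFP as with rapamycin TOR inhibition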
proCasp3 act – activators of human procaspase-3 D3A mutant, primary screen, biochemical, absorbance, PC-3 D3A mutant, single concentration. recombinant procaspase-3 D3A, Ac-DEVD-pNA absorbance 405 nm. AID 463141, 2010. activation, % at 8.5 µM. 0.11% of 330,000 active;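 active = activation above the mean of all tested compounds plus 3 SD, cut at about 21% in these data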;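 note: 0% = DMSO alone and 100% = DMSO wells spiked with extra 5 µM PC-3 D3A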
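Compound: 8.5 µM single point, 0.8% DMSO / Material: Autoprocessing-dead procaspase-3 D3A mutant enzyme / Timing: 1 h preincubation plus 2 h reaction at 25 °C / Medium: Zinc-free HEPES/NaCl buffer with 0.01% Triton X-100 at pH 7.4 / Technique: 405 nm absorbance of p-nitroaniline, reads at 0 and 120 min / Repeats: one well per compound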
MEP2 TOR yeast – modulators of MEP2-GFP levels in yeast, primary screen, S. cerevisiae, multiplex flow cytometry, MLPCN library; S. cerevisiae MEP2-GFP strain, 3 h; 100% = DMSO control level; GFP response vs DMSO, % at 10 µM; 0.51% of 330,000 active; AID 2016, 2009;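 active = GFP response versus DMSO above a set limit, roughly screen mean plus 3 SD, cut at about 180% in these data; inconclusive = fewer than 70 cells counted for a yeast strain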;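 note: median GFP fluorescence of the barcode-gated MEP2-GFP cells per well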
LAP4-GFP MLPCN – modulators of LAP4-GFP expression in yeast, primary screen, S. cerevisiae, multiplex flow cytometry, MLPCN library | AID 2023, 2009 | 3 h; median GFP as percent of DMSO wells | GFP response vs DMSO, % at 10 µM | 0.34% of 320,000 active;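 active = GFP response vs DMSO above a set limit, about the screen mean plus 3 SD, cut at about 150% in these data; inconclusive = under 70 cell events counted for the yeast strain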
CIT2-GFP yeast – modulators of CIT2-GFP expression in yeast, primary screen, S. cerevisiae, GFP fusion, multiplex flow cytometry, MLPCN library | GFP response vs DMSO, % at 10 µM | S. cerevisiae CIT2-GFP strain, 3 h; 100 means same as DMSO wells | 0.065% of 320,000 active;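 active = GFP response relative to DMSO above a set limit, near the screen mean plus 3 SD, cut at about 150% in these data; inconclusive = Fewer than 70 cells measured for a yeast strain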;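 note: ratio of well median GFP fluorescence to mean of DMSO wells on the plate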
Starred values were filed as active, the others as inactive; ? = inconclusive; . = not tested or not shown; [ ] = dose if it differs, or a comment.

SMILES	AHR act	AGP1-GFP MLPCN	proCasp7 act	RPL19A TOR yeast	proCasp3 act	MEP2 TOR yeast	LAP4-GFP MLPCN	CIT2-GFP yeast
Cn1c(O)c(C(C#N)=C2N=c3ccccc3=N2)c2ccccc21	44	102	-3	102	7	107	99	107
O=c1ccc(-c2ccccc2)nn1Cc1ccc(Cl)cc1	-3	95	12	101	-8	105	106	95
O=C(COC(=O)c1ccc(O)cc1)Nc1cccc(S(=O)(=O)NC2=NCCCCC2)c1	1	114	5	101	9	98	105	113
O=C(NCCN1CCOCC1)C1CCC(CNS(=O)(=O)c2ccccc2)CC1 (stereo unspecified)	-2	97	-3	101	5	146	112	101
Cc1cc(C)n(-c2ncnc3c2oc2ccccc23)n1	1	93	-2	97	-2	101	93	103
CCCCN(C(=O)c1ccc(N2CCCC2=O)cc1)c1c(N)n(CCC)c(=O)[nH]c1=O	0	96	3	99	-2	107	103	98
COc1ccc(/C=N/Nc2nccnc2Cl)cc1	19	109	-4	99	1	104	113	109
Cc1ccccc1C(=O)Nc1cccc(NC(=O)c2ccc(-c3ccc(Br)cc3)o2)c1	4	103	8	98	-4	96	100	98
CCOCC(=O)Nc1ccc(S(=O)(=O)N2CCC(c3nc4ccccc4[nH]3)CC2)cc1	7	100	6	97	-7	100	103	99
O=C(C1CCCO1)N1CCN(S(=O)(=O)c2cccc3nsnc23)CC1 (stereo unspecified)	0	92	9	94	5	96	94	97
CN1C(=O)c2ccc(NC(=O)C3CCCCC3)cc2C1=O	0	94	5	96	7	90	92	89
O=C(Nc1nnc(SCc2ccc(Cl)cc2)s1)c1cnccn1	6	93	6	102	-2	101	96	98
Cc1cc(Br)ccc1NC(=O)c1sc2ncn(CC(=O)N3CCN(c4ccccn4)CC3)c(=O)c2c1C	6	50	6	93	6	96	100	96
COc1cc(OC)cc(C(=O)Nc2ccccc2C(=O)N2CCCC2)c1	16	97	2	99	6	97	100	96
CCOC(=O)Cc1nnc(NC(=O)c2ccco2)s1	12	.	-12	104	0	110	102	116
COCCCNC(=O)c1ccc(Cn2c(=O)c3ccccc3n(Cc3cc(C)ccc3C)c2=O)cc1	2	97	5	94	-3	96	104	94
Cc1csc(SC(C)C(=O)NCC2CCCO2)n1 (stereo unspecified)	1	105	9	95	0	95	94	100
C/C(=C\c1ccc(Br)cc1)C(=O)c1c(C)cc(C)[nH]c1=O	.	96	.	100	.	104	97	103
Cc1ccc(S(=O)(=O)N(C)C)cc1NC(=O)COC(=O)/C=C/c1ccc2ccccc2n1	9	92	1	97	4	99	112	88
COC(=O)c1cc2c(=O)n3ccccc3nc2n(Cc2cccnc2)c1=N	4	?	-6	22*[may fluoresce violet]	-13	?	?	?
COc1ccc(OC2C(=O)N(Cc3ccc4c(c3)OCO4)C2c2cccs2)cc1 (stereo unspecified)	3	95	8	95	1	96	101	91
CCOc1ccc(Nc2nnc(Cc3ccc(OC)cc3)c(=O)[nH]2)cc1	3	109	-4	100	7	95	100	107
COCCN=C1N[C@@H](c2ccccc2)C(C(=O)OC)=C(C)N1Cc1ccccc1	2	86	-8	100	6	91	105	71
Nc1c(Cl)ncnc1N1CCN(c2ncnc(Cl)c2N)CC1	-6	99	6	106	7	101	93	103
COc1ccc2c(c1)c1nc3n(c(=O)c1n2CC(=O)Nc1ccccc1)CCS3	0	105	4	98	4	97	102	101
COc1ccc(/C=C/C(=O)O)cc1S(=O)(=O)N1CCCc2ccccc21	-1	101	8	98	-1	104	104	91
CCN(Cc1nc2ccccc2c(=O)[nH]1)C(=O)c1cccc(S(=O)(=O)N2CCc3ccccc32)c1	21	104	1	103	4	100	105	102
OCc1nc2nc(Cl)c(Cl)nc2[nH]1	1	98	-1	106	-7	107	97	100
Cc1ccccc1NC(=O)C1CC(Cl)=CCC1C(=O)O (stereo unspecified)	-1	107	8	110	2	110	100	107
O=[N+]([O-])c1cccc(NN=Nc2ccccc2)c1	15	93	-3	101	-4	99	85	118
COC(=O)CSc1nc2cc3c(cc2cc1C#N)OCO3	-4	98	-1	98	-8	103	93	95
O=C(COC(=O)c1ccccc1-n1cnnn1)c1ccc(Br)cc1	4	101	9	96	-1	96	98	92
O=C1c2ccccc2C(=O)N1CC(=O)N1c2ccccc2Sc2ccccc21	1	98	8	96	-3	92	89	97
COc1ccccc1/C=C1\SC(=O)N(CCC(=O)NCCCn2ccnc2)C1=O	10	99	-4	103	-1	107	98	103
Cc1ccc(F)cc1NC(=O)CN1CCN(c2ccccn2)CC1	-1	99	-5	103	-5	100	94	93
Cn1c(Cn2c(=O)sc3ccccc32)nnc1SCC(=O)N1CCOCC1	-1	112	9	100	1	114	106	106
CC(=O)NC1(C(F)(F)F)NC(=O)N(C2CCCCC2)C1=O (stereo unspecified)	0	111	0	105	8	102	99	109
CCCCNC(=O)c1c[nH]c2ccc(S(=O)(=O)N3CCOCC3)cc2c1=O	6	101	4	100	0	100	95	100
O=C(NCC1CCN(Cc2cccc(Cl)c2)CC1)Nc1ccc(Cl)cc1	1	96	-6	100	6	104	97	97
CCOC(=O)c1snc(C(=O)NC2CCCCC2)c1N	2	93	-16	96	-10	94	99	105
CCOC(=O)CC(=O)CSc1nc2c(cc1C#N)CCCCCC2	2	99	-3	97	5	103	104	103
O=C(NC(=S)Nc1ccc(CN2CCOCC2)cc1)c1ccc(-c2ccc(Br)cc2)o1	4	89	-3	85	11	100	141	65
Cc1occc1-c1nnc(SCC(=O)N2CCc3ccccc32)o1	15	99	4	95	-2	95	90	98
CC(C)C(=O)Nc1nnc(COc2ccc(Cl)cc2)s1	0	99	6	91	1	95	109	87
COc1ccc2c(-c3ccc(S(N)(=O)=O)cc3)c(-c3ccc(S(C)(=O)=O)cc3)sc2c1	1	100	44*	101	23*	103	106	93
CCN(CC)C(=O)COc1coc(CN2CCN(c3ccccc3F)CC2)cc1=O	-1	97	5	98	-2	108	97	98
COc1cc(NC2CCCCC2O)c2nc(-c3ccc(Cl)cc3)ccc2c1 (stereo unspecified)	16	83	0	103	2	102	104	84
Cc1[nH]c2ccccc2c1SCC(=O)NC1CCCCC1	5	92	-3	96	3	100	99	90
CC(C)OC(=O)CSc1nnc(Cc2ccccc2)n1C	-1	95	-10	.	-10	98	100	101
O=C(CCc1ccccc1)N=C1SC2CS(=O)(=O)CC2N1c1cccc(F)c1 (stereo unspecified)	1	90	-1	93	2	93	86	97
CC(=O)N1CCn2c3c(c(=O)c4cc(C)ccc42)CCC31 (stereo unspecified)	-2	97	-1	97	-16	102	.	99
CCC(C)(C)NC(=O)C(c1ccccc1Cl)N(C(=O)CCC(=O)Nc1cc(C)on1)C1CC1 (stereo unspecified)	-1	99	-2	108	-6	107	86	100
C=CCNC(=O)c1sc(=S)n(-c2ccc(C(=O)OCC)cc2)c1N	4	98	-8	96	-13	102	103	106
O=C(Cn1cnc2c(nnn2-c2ccc(F)cc2)c1=O)NCC1CCCO1 (stereo unspecified)	-2	98	5	91	-11	95	93	98
CC12CCC(=O)N1C(C(=O)Nc1ccccc1N1CCOCC1)CS2 (stereo unspecified)	-2	99	1	98	3	105	105	97
Cc1ccc(Cl)cc1N(CC(=O)NCc1ccccc1)S(C)(=O)=O	-1	87	9	92	15	99	85	92
Cc1ccc(N2C(=O)N(CC(=O)Nc3cc(Cl)ccc3C)C(=O)C2C)cc1 (stereo unspecified)	0	107	4	99	5	107	103	100
CCN(C(=O)CSc1nccc(=O)[nH]1)C1CCCCC1	-1	93	-15	102	-4	95	99	93
CN(C)/C=N/C(=S)Nc1ccc(F)cc1	4	109	6	108	-6	109	119	111
Cc1nnc(SCC(=O)NC2CCCC(C)C2C)n1N (stereo unspecified)	0	100	-2	98	-5	100	91	98
(continued)
SMILES	AHR act	AGP1-GFP MLPCN	proCasp7 act	RPL19A TOR yeast	proCasp3 act	MEP2 TOR yeast	LAP4-GFP MLPCN	CIT2-GFP yeast
Oc1cccc(NC(=S)N=Nc2c(O)[nH]c3ccc(Br)cc23)c1	24	102	-6	98	6	99	100	103
COC(=O)c1sc(NC(=S)NC(=O)c2ccccc2Cl)nc1C	0	124	0	100	-14	94	102	92
Cc1cc(C)c(OCC(=O)OCCNC(=O)c2cccnc2)c(C)c1	-1	104	0	101	-1	100	105	94
C[C@H](CO)N1C[C@H](C)[C@@H](CN(C)C(=O)Nc2ccc(C(F)(F)F)cc2)Oc2ccc(NC(=O)Nc3ccccc3)cc2C1=O	3	93	1	87	4	89	86	93
CCOc1ccc(NC(=O)C2C(c3ccccc3)C2(Cl)Cl)cc1 (stereo unspecified)	2	99	7	101	1	111	100	104
CCc1ccc(CN(C)CC(=O)Nc2sccc2C#N)cc1	3	103	8	100	6	105	99	108
O=C(CSc1nnnn1-c1cccc2ccccc12)Nc1ccc(C(=O)O)cc1	2	98	-2	98	5	98	91	101
Cc1cc(C)n2nc(CC(=O)NNC(=O)c3ccc(N(C)C)cc3)nc2n1	0	110	-11	105	-5	109	112	106
Cc1ccc2c(COC(=O)CC3Sc4ccccc4NC3=O)cc(=O)oc2c1C (stereo unspecified)	12	99	1	105	4	98	98	106
CCN(CC)C(=O)c1cncc(C(=O)N(CC)CC)c1-c1ccccc1	-1	92	11	97	7	104	95	97
COC(=O)c1ccc(CSc2ncn[nH]2)o1	1	111	-11	106	-14	104	105	111
COc1c(C(C)C)oc2cc3oc(=O)ccc3cc12	38	94	-9	105	-10	100	107	98
COc1cccc(C2C3CN(C)CC=C3C(C#N)=C(N)C2(C#N)C#N)c1OC (stereo unspecified)	-1	104	-3	100	3	96	99	105
O=[N+]([O-])c1cc([N+](=O)[O-])c(Oc2cc(F)cc(F)c2)cc1NN1CCCCC1	5	95	0	93	2	98	94	92
COc1cc2nc(CN3CCN(S(=O)(=O)c4ccc(C)c(C)c4)CC3)[nH]c(=O)c2cc1OC	1	108	-5	99	3	102	101	109
COc1ccc(C(=O)Cn2cnc3ccccc3c2=O)cc1OC	1	119	0	94	0	94	71	75
CC(=O)Nc1ccccc1OCc1nnc(-c2cccs2)o1	10	109	0	114	4	97	108	99

Compound activity from PubChem BioAssay.
